Assay outcomes from PubChem BioAssay.
p-CIP stab down: compounds decreasing mouse p/CIP protein stability | decrease of EGFP signal, % at 10 µM | F442A p/CIP-EGFP cells, EGFP fluorescence, 16 h | Q05BA5 | actives 0.01% (n = 290,000);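 active = EGFP signal decrease of at least 30% at 10 µM or well 3 SD below plate mean, unless failing retest; inactive = the rest, including hits failing retest or dose response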; note: some compounds called inactive have numbers as strong as hits; many of its hits are not listed in these tables
SUMO HTRF inh: SUMOylation inhibition; P63279; HTRF SUMOylation assay, SAE1/SAE2 + UBC9, in vitro; inhibition, % at 35 µM; actives 0.36% (n = 290,000); in the data active = inhibition above about 50%, passing the limit was not always enough; note: strong numbers were not always called active
NS3 helicase inh: HCV NS3 helicase inhibition | inhibition, % at 10.9 µM | NS3 helicase DNA unwinding, Cy5 molecular beacon fluorescence | actives 0.56% (n = 290,000) | AID 1800;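 active = inhibition above the mean of all tested compounds plus 3 SD, set per campaign, cut at about 35% in these data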;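 note: 0% = DMSO wells and 100% = thioflavine S control wells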
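Test system: hepatitis C virus NS3 helicase domain fragment enzyme. Also added: annealed dual-labelled DNA beacon duplex, ATP-started. Timing: 60 min unwinding reaction at 25 °C after ATP addition. Technique: Cy5 fluorescence. Measure: % inhibition of unwinding.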
VIM-2 inh: inhibitors of Pseudomonas aeruginosa VIM-2 metallo-beta-lactamase; purified VIM-2, nitrocefin hydrolysis, epi-absorbance fluorescence; inhibition, % at 5.6 µM; actives 0.89% (n = 290,000);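 active = inhibition above the mean of all tested compounds plus 3 SD, cutoff set per screening run, cut at about 7.5% in these data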;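 note: red hydrolysis product quenches plate fluorescence so inhibitors raise well fluorescence; 0% = enzyme with DMSO and 100% = DMSO without enzyme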
GalR3 antag: blocks the human galanin receptor 3; O60755; HEK293 GalR3-CNG cAMP membrane potential fluorescence; galR3 body fused to GalR1 C-terminus; inhibition, % at 3 µM; actives 0.44% (n = 360,000);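 active = inhibition above the screen-wide average plus 3 SD, cut at about 13% in these data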;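 note: forskolin and galanin both at EC90 stimulate the cells; cAMP rise reported by CNG channel membrane potential dye signal; 0% = forskolin plus galanin with DMSO and 100% = forskolin alone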
IDE inh: inhibitors of human insulin-degrading enzyme in cells; HEK cells, FAbetaB cleavage, fluorescence polarization; P14735; inhibition, % at 5.59 µM; actives 0.41% (n = 320,000);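 active = percent inhibition above the average of all tested compounds plus 3 SD, set per screening campaign, cut at about 16% in these data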;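 note: IDE supplied by intact live HEK cells; FP after avidin binding of uncleaved biotin substrate so inhibition keeps polarization high; 0% = DMSO wells and 100% = 60 µM reference IDE inhibitor Ii1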
Target sequence (P14735 whole entry, looked up): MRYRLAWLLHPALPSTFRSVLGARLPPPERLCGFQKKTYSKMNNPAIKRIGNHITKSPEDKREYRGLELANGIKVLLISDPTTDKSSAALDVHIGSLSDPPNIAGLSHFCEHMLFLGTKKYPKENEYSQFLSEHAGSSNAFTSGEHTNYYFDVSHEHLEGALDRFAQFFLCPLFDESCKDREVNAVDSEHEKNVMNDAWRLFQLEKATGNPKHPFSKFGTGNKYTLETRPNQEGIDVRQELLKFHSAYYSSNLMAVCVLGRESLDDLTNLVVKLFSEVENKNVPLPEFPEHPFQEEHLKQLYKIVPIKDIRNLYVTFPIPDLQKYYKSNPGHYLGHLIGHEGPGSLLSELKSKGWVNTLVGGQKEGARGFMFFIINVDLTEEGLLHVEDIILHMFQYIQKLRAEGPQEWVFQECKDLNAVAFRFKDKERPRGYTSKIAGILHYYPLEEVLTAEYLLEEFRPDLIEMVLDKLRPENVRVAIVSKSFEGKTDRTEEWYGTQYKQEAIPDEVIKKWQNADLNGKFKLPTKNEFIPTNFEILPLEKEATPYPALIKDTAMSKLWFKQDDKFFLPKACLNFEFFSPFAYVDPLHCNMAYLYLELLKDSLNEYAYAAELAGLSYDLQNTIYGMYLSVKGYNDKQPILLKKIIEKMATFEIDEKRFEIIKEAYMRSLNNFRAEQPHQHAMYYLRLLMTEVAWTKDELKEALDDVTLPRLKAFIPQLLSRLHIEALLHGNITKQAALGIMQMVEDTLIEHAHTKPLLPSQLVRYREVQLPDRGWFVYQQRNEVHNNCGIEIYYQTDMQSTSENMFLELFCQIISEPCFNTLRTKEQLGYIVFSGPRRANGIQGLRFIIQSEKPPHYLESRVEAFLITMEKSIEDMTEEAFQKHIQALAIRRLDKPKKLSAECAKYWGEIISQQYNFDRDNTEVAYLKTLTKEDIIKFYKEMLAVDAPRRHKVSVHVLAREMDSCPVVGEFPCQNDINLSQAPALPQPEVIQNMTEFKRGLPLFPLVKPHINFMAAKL
CRFR2-BP antag: antagonists of CRF-binding protein/CRF-R2 receptor complex | HEK293 CRF-R2/CRF-BP, CRF-induced calcium fluorescence | inhibition, % at 11.8 µM | actives 0.59% (n = 350,000);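 active = inhibition of the ligand-induced calcium signal above about 50% at the single tested concentration, limit read from the data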
IMP-1 inhibitor: inhibitors of Pseudomonas aeruginosa IMP-1 metallo-beta-lactamase | inhibition, % at 5.6 µM | AID 1556 | actives 0.45% (n = 290,000) | purified IMP-1, nitrocefin hydrolysis, epi-absorbance fluorescence;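 active = inhibition above the mean plus 3 SD of all compounds in the same screening run, cut at about 4.5% in these data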;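 note: 0% = IMP-1 with DMSO and 100% = DMSO wells lacking enzyme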
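assay system = purified recombinant IMP-1 metallo-beta-lactamase enzyme | schedule = 15 min preincubation plus 25 min reaction at 25 °C | signal = Epi-absorbance fluorescence, 480 nm excitation, 530 nm emission | read-out basis = percent inhibition from optical density relative to buffer-blank wells | controls = IMP-1 with DMSO as 0%, enzyme-free DMSO as 100%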
IDE cell activ: boosts human insulin-degrading enzyme activity in HEK cells | actives 0.073% (n = 340,000) | activation, % at 5.96 µM | FAbeta-B cleavage, fluorescence polarization; 0% vehicle, 100% cell-free pure enzyme wells;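 active = activation above the mean of all tested compounds plus 3 SD, set per screening campaign, cut at about 17% in these data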
The depositor's hits bear a star; . = not tested or not shown.

Preview, 13 compounds:
SMILES | p-CIP stab down | SUMO HTRF inh | NS3 helicase inh | VIM-2 inh | GalR3 antag | IDE inh | CRFR2-BP antag | IMP-1 inhibitor | IDE cell activ
Cc1cc(C2N=C(N)Nc3nc4ccccc4n32)c(C)n1-c1ccccc1Cl (stereo not drawn) | 0 | 24 | -28 | -4.0 | -3 | 1 | -15 | -3.5 | -1
CCOC(=O)C(C(=O)OCC)C(Nc1ccc(Br)cc1)c1ccccc1 (stereo not drawn) | -11 | -4 | 7 | -3.9 | -7 | 8 | 11 | -7.3 | -1
Cc1ccc(OCC(=O)NCCNC(=O)c2cccnc2)cc1C | -12 | 12 | 5 | 0.2 | -7 | -7 | -1 | -1.0 | -2
Cc1ccc(C(=O)N/C(=C\c2sccc2C)C(=O)NCc2ccncc2)cc1 | 0 | -10 | 11 | -0.5 | -1 | 3 | -5 | -2.0 | 1
CC(=O)c1cccc(NC(=O)CN(C)Cc2ccc(OC(F)F)cc2)c1 | -6 | -8 | -4 | -4.0 | -1 | 3 | 13 | -1.6 | 0
Cc1ccccc1C(=O)Nc1ccnn1C1CCN(Cc2ccccn2)CC1 | -3 | -3 | 5 | -3.5 | -4 | -1 | -15 | -2.0 | 5
COc1ccc(N2CCN(Cc3nc(N)nc(Nc4ccc(C)c(Cl)c4)n3)CC2)cc1 | -2 | -8 | -47 | -2.5 | -5 | 3 | -21 | -2.4 | 3
O=C(CN1CCCCC1)NNC(=O)c1cccc(Br)c1 | 0 | -4 | -3 | -2.5 | 2 | 1 | -1 | -2.8 | -2
Cc1ccccc1NC(=O)c1c(C)[nH]c(=S)c(C#N)c1-c1ccco1 | 2 | 25 | 49* | -1.3 | -5 | 2 | -5 | 17* | -5
CC(=O)Nc1ccc(S(=O)(=O)N2CCN=C2SCc2cccnc2)cc1 | 14 | 0 | -1 | -2.5 | -6 | 1 | 13 | -2.3 | -1
COc1ccc(S(=O)(=O)N2CCN(C)CC2)c2ccccc12 | -18 | -3 | -4 | -1.4 | 2 | -1 | 1 | -2.0 | 1
COc1ccc2[nH]c(C)c(CCNC(=S)Nc3ccc(F)cc3)c2c1 | -19 | -1 | -4 | -3.2 | 1 | -7 | -17 | -2.4 | 0
Cc1ccc(-n2c(SCC(=O)Nc3ccc(Cl)cc3)nc(O)cc2=O)cc1 | 6 | 0 | 4 | -0.3 | -7 | 3 | -3 | -0.7 | 5

The listing, repeating the preview:
SMILES | p-CIP stab down | SUMO HTRF inh | NS3 helicase inh | VIM-2 inh | GalR3 antag | IDE inh | CRFR2-BP antag | IMP-1 inhibitor | IDE cell activ
Cc1cc(C2N=C(N)Nc3nc4ccccc4n32)c(C)n1-c1ccccc1Cl (stereo not drawn) | 0 | 24 | -28 | -4.0 | -3 | 1 | -15 | -3.5 | -1
CCOC(=O)C(C(=O)OCC)C(Nc1ccc(Br)cc1)c1ccccc1 (stereo not drawn) | -11 | -4 | 7 | -3.9 | -7 | 8 | 11 | -7.3 | -1
Cc1ccc(OCC(=O)NCCNC(=O)c2cccnc2)cc1C | -12 | 12 | 5 | 0.2 | -7 | -7 | -1 | -1.0 | -2
Cc1ccc(C(=O)N/C(=C\c2sccc2C)C(=O)NCc2ccncc2)cc1 | 0 | -10 | 11 | -0.5 | -1 | 3 | -5 | -2.0 | 1
CC(=O)c1cccc(NC(=O)CN(C)Cc2ccc(OC(F)F)cc2)c1 | -6 | -8 | -4 | -4.0 | -1 | 3 | 13 | -1.6 | 0
Cc1ccccc1C(=O)Nc1ccnn1C1CCN(Cc2ccccn2)CC1 | -3 | -3 | 5 | -3.5 | -4 | -1 | -15 | -2.0 | 5
COc1ccc(N2CCN(Cc3nc(N)nc(Nc4ccc(C)c(Cl)c4)n3)CC2)cc1 | -2 | -8 | -47 | -2.5 | -5 | 3 | -21 | -2.4 | 3
O=C(CN1CCCCC1)NNC(=O)c1cccc(Br)c1 | 0 | -4 | -3 | -2.5 | 2 | 1 | -1 | -2.8 | -2
Cc1ccccc1NC(=O)c1c(C)[nH]c(=S)c(C#N)c1-c1ccco1 | 2 | 25 | 49* | -1.3 | -5 | 2 | -5 | 17* | -5
CC(=O)Nc1ccc(S(=O)(=O)N2CCN=C2SCc2cccnc2)cc1 | 14 | 0 | -1 | -2.5 | -6 | 1 | 13 | -2.3 | -1
COc1ccc(S(=O)(=O)N2CCN(C)CC2)c2ccccc12 | -18 | -3 | -4 | -1.4 | 2 | -1 | 1 | -2.0 | 1
COc1ccc2[nH]c(C)c(CCNC(=S)Nc3ccc(F)cc3)c2c1 | -19 | -1 | -4 | -3.2 | 1 | -7 | -17 | -2.4 | 0
Cc1ccc(-n2c(SCC(=O)Nc3ccc(Cl)cc3)nc(O)cc2=O)cc1 | 6 | 0 | 4 | -0.3 | -7 | 3 | -3 | -0.7 | 5
O=c1c2ccccc2nc2c3ccccc3c(NCc3cccnc3)nn12 | -10 | 27 | 8 | 1.0 | 2 | 0 | -7 | -2.3 | 0
Cc1nc2ccccc2cc1C(=O)N/N=C/c1ccco1 | -21 | -3 | -12 | -3.6 | -2 | 3 | 8 | -1.8 | 4
O=C(Nc1ccc(Cl)cc1)c1ccc(-n2cncn2)c([N+](=O)[O-])c1 | 8 | 1 | -9 | -4.0 | -3 | 2 | -29 | -1.4 | 0
CC(=O)O/N=C/c1c(NCc2ccccc2)nc2c(C)cccn2c1=O | -10 | 15 | -3 | 2.7 | -1 | -4 | 2 | -1.9 | .
CN1CCN(CCOCCOc2ccc(Br)cc2Cl)CC1 | -4 | 21 | -1 | 1.8 | -3 | 4 | 9 | 1.4 | 6
O=C(NCc1cccc(F)c1)C1CCC(=O)N(CCCN2CCOCC2)C1 (stereo not drawn) | -7 | 9 | 21 | -3.1 | -2 | 10 | 10 | -1.6 | 3
Cc1nc(SCCC(=O)O)c2cc(-c3ccccc3)sc2n1 | -4 | 18 | 11 | 0.7 | -6 | 2 | 2 | -6.8 | -2
CC(Nn1cnnc1)c1cc(Cl)ccc1O (stereo not drawn) | -5 | 14 | -5 | -1.0 | -3 | -4 | -9 | -0.3 | 4
O=C(N/N=C\c1cccc(Cl)c1)c1ccc(Cn2cccn2)o1 | -3 | 7 | -6 | -4.0 | 1 | 9 | 12 | -2.8 | 0
CCCC(=O)Nc1ccc(C(=O)NCc2ccccn2)cc1 | -1 | 14 | -4 | -1.7 | -4 | 1 | 18 | -1.6 | 4
COc1cc(/C=N/N(C)C)ccc1OC(=O)c1cccs1 | 10 | -1 | 0 | 4.2 | -1 | -1 | 8 | -2.4 | 12
Cc1nc(N/N=C/c2ccc(Br)cc2)cc(N2CCOCC2)n1 | -2 | 7 | -36 | -1.9 | -8 | 1 | -2 | -2.3 | 9
Fc1ccc(-c2noc(C3CCN(Cc4cccnc4)CC3)n2)cc1 | 3 | 11 | 0 | -1.7 | -8 | 6 | 13 | -0.4 | 2
O=C(CS(=O)c1cccc(C(F)(F)F)c1)Nc1ccccc1Cl (stereo not drawn) | -11 | 3 | 1 | -3.2 | -6 | 1 | 18 | -1.7 | 5
CC(C(=O)Nc1ccc(F)cc1Cl)N1CCN(S(=O)(=O)c2cccs2)CC1 (stereo not drawn) | . | . | . | . | -6 | 2 | 9 | . | -6
